Compound activity as filed in PubChem.
CAL PDZ FP-1: inhibitors of human CAL PDZ peptide binding; Q9HD26; purified CAL PDZ, TMR-peptide fluorescence polarization, 1 h; inhibition, % at 24.9 µM; 0.92% of 300,000 active; AID 602252;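 active = mean inhibition of at least 30% with at least half of replicates also reaching 30%; inconclusive = no clear call, values can overlap the other calls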;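 also: 0% = DMSO neutral control and 100% = excess unlabeled competitor peptide PRC23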
NSD2 HMT inh: inhibitors of human histone methyltransferase NSD2. O96028. NSD2 peptide methylation, AlphaScreen, 120 min. inhibition, % at 12.5 µM. 0.54% of 310,000 active. AID 743445; in the data active = inhibition above about 50%
CAL PDZ FP-2: human CAL PDZ-peptide interaction inhibition; Q9HD26; purified CAL PDZ, TMR-peptide fluorescence polarization, 1 h; inhibition, % at 20 µM; 0.02% of 330,000 active; AID 504414;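 active = highest replicate inhibition of at least 40%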;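 also: plate controls were DMSO neutral control wells for no effect and unlabeled competitor peptide control wells for full effect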
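Test system: tagged CAL PDZ domain / Buffer or medium: sodium phosphate/NaCl buffer pH 7.4 with TCEP, IgG, Thesit / Reagent: TMR-labelled reporter peptide T*-PRC34 bound in PDZ groove / Compound dosing: single point, 20 µM / Schedule: 1 h incubation at room temperature before polarization reading / Technique: fluorescence polarization (mP) / Benchmarks: unlabelled peptide, DMSO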
SR-BI DiI inh: blocks mouse SR-BI lipid uptake from DiI-HDL; Q61009; ldlA[mSR-BI] CHO cells, DiI-HDL uptake fluorescence, 3 h; inhibition, % at 12.5 µM; 0.96% of 320,000 active;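 active = mean replicate inhibition of at least 70% and a set share of replicates each scoring 70 or more; inconclusive = meets just one of the two criteria; inactive = fails both criteria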;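 also: 0% = median of neutral control wells and 100% = median of positive control wells; values of inactives mirror those of a sister screen read the other way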
PvdQ acylase: blocks Pseudomonas aeruginosa PvdQ acylase activity. purified PvdQ acylase, fluorescence plate reader. inhibition, % at 10 µM. 0.063% of 340,000 active. AID 488965; in the data active = inhibition above about 30%, passing the limit was not always enough; inconclusive = no clear call, values can overlap the other calls;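 also: 0% = vehicle neutral wells and 100% = reference inhibitor wells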
dFosB act: mouse delta FosB homodimer activation; P13346; purified delta FosB, TAMRA-CDK5 oligo fluorescence polarization; percent of positive-control signal above neutral wells; activation, % at 25 µM; 0.99% of 340,000 active;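 active = mean activation above about 17%, with every replicate also reaching it, limit read from the data, passing the limit was not always enough; inconclusive = only one of the two conditions met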;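 also: fluorescence polarization rise as delta FosB binds a TAMRA Cdk5 AP-1 oligo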
SR-BI uptake up: activators of SR-BI mediated HDL lipid uptake | CHO ldlA[mSR-BI] cells, DiI-HDL uptake fluorescence, 3 h; 100 = double the neutral-control signal | activation, % at 12.5 µM | 0.096% of 320,000 active | AID 504775;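 active = mean replicate activation of at least 60% and every replicate at or above 60%; inconclusive = mean or all-replicate condition met, but not both; inactive = mean below 60% and not all replicates reaching 60%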;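 also: 0% = median plate neutral-control signal and 100% = twice that signal; values of inactives mirror those of a sister screen read the other way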
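Material – SR-BI-overexpressing, LDLR-lacking CHO cells · Medium – BSA-supplemented, HEPES-buffered Ham's F12, pH 7.4 · Doses – single concentration · Times – compound with DiI-HDL co-incubation, 3 h at 37 °C · Measured by – bottom-read fluorescence, 550/595 nm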
Rtt109 Vps75: blocks Candida albicans Rtt109/Vps75 acetyltransferase activity; AID 540336; Q5AAJ8; purified Rtt109/Vps75, ThioGlo CoA-SH fluorescence, 4 h; 0.16% of 330,000 active; inhibition, % at 34.9 µM;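 active = inhibition of at least 50% in every replicate; inconclusive = best replicate reaches 50% inhibition but some replicates fall short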
MITF act: increases MITF-driven TRPM1 promoter luciferase signal | AID 588334 | SK-MEL-5 TRPM1-promoter luciferase, 24 h; % of positive control, neutral wells = 0 | activation, % at 12.5 µM | 0.75% of 300,000 active;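 active = mean activation of at least 80% with every replicate also reaching 80%; inconclusive = mean reaches 80% but some replicate falls short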;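 also: 0% = neutral control wells and 100% = parthenolide positive control wells; values of inactives mirror those of a sister screen read the other way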
PfHsp90 set2: growth inhibition of yeast expressing Plasmodium Hsp90 | S. cerevisiae expressing PfHsp90, BacTiter-Glo ATP, 48 h; yeast lacking PDR1 and PDR3 efflux regulators | 0.32% of 310,000 active | inhibition, % at 9.4 µM;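 active = every replicate shows inhibition above about 80%, whatever the replicate mean, limit read from the data; inconclusive = mean inhibition reaches the set limit but some replicate falls short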;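 also: 0% = DMSO neutral controls and 100% = 20 µM radicicol positive controls; yeast relying on Plasmodium falciparum Hsp90 in place of its own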
Numbers without * were called inactive; ? = inconclusive; . = no result given. Outcome played no part in choosing rows; overall some 4.3% were active at least once.

SMILES	CAL PDZ FP-1	NSD2 HMT inh	CAL PDZ FP-2	SR-BI DiI inh	PvdQ acylase	dFosB act	SR-BI uptake up	Rtt109 Vps75	MITF act	PfHsp90 set2
Cc1cc(C)nc(OC(C(=O)O)C(OCc2ccccc2)(c2ccccc2)c2ccccc2)n1 (configuration not stated)	-9	0	-0.9	12	-1	-5	-12	-4	.	6
COC(=O)c1cc(CSc2nc3ccc(C)cc3[nH]2)oc1C	-2	-1	-0.7	11	-20	-8	-11	7	-7	-24
Cc1cc(C)c(S(=O)(=O)N2CCN(C(=O)CCOc3ccccc3C)CC2)c(C)c1	-1	.	-0.8	-14	-14	5	14	1	.	-14
COc1ccccc1C(=O)Nc1ccc(S(=O)(=O)N2CCN(C)CC2)cc1	.	.	-0.5	-5	-16	-14	5	-1	.	-24
COc1ccccc1/C=C(\C)C(=O)c1c(C)cc(C)[nH]c1=O	-12	-3	-8.7	-7	-7	-16	7	-2	-5	-31
CCCC(C)C1c2c(c(C)c(C)oc2=O)Oc2c(C)c(C)oc(=O)c21 (configuration not stated)	1	.	-3.1	1	2	2	-1	4	7	2
CCOC(=O)c1cc2c(ccn2C)n1CC(=O)N(CC)CC	-9	8	0.5	2	-10	-4	-2	.	10	-19
Cc1cc(C)c(NC(=O)CSc2nnc(Cc3cccn3C)n2-c2ccc(F)cc2)c(C)c1	-1	3	-1.4	12	-5	-5	-12	6	-17	-5
CCCOc1ccc(-c2cc3onc(-c4ccccc4)c3c(=O)n2C)cc1	-2	.	-1.3	24	-12	1	-24	-5	42	13
CCOC(=O)c1sc(NC(=O)CN2C(=O)c3cccc4cccc(c34)C2=O)nc1C	-4	-1	-3.3	2	0	47*	-2	-3	-1	-4
CC1(C)C(c2ccccc2)=NC(c2ccc(Br)cc2)N1O (configuration not stated)	-10	-2	-0.9	17	7	-4	-17	.	-12	11
CCCSc1nc(C)c(CC(=O)OCC)c(=O)[nH]1	0	-2	.	-12	-2	-1	12	-6	9	18
Cc1cc(NC(=O)Nc2c[nH]c(=O)[nH]c2=O)ccc1Br	-7	1	-1.7	-21	-9	27*	21	2	-2	-24
CC(C)C(=O)Nc1ccc(-c2nnc(-c3ccccc3)o2)cc1	0	1	0.9	61	7	-90	-61	-1	?	0
CCC1(CC)C(=O)C2=C3C1[C@H](C(=O)OC)CC(C(=O)OC)C[C@H]3[C@H]1C(=O)N(c3ccccc3)C(=O)[C@H]1[C@H]2C (some centres not stated)	-2	.	0.6	0	-11	-2	0	-4	-6	-4
CSc1ccccc1NC(=O)Cc1ccccc1[N+](=O)[O-]	-2	-2	-0.6	-20	8	4	20	34	-1	-12
FC(F)(F)c1cccc(OCc2nnc3n2CCC3)c1	-2	7	-1.5	-18	-12	0	18	2	-3	-44
CC(=O)Nc1ccc(S(=O)(=O)N[C@@H](C)C(=O)NC2CCCc3ccccc32)cc1 (some centres not stated)	2	-1	-1.0	24	-9	-6	-24	0	-6	.
COc1ccc(-c2nn(-c3ccccc3C)cc2CNC(C)Cn2cncn2)cc1F (configuration not stated)	-3	1	-3.1	-5	-9	-7	5	-6	-5	.
COc1ccc2cc(C(=O)NCc3ccccc3)[nH]c2c1	-4	1	-1.4	0	-4	1	0	-10	35	-2
C/C(=N\O)C(=O)C(CN1CCCCC1)CN1CCCCC1	-4	0	-2.2	5	5	3	-5	20	-10	-6
O=C1CCCCC1Nc1ccc(Cl)cc1 (configuration not stated)	-2	1	-0.5	-3	-1	6	3	7	-2	-25
COc1cccc(NS(=O)(=O)c2c(C(=O)N3CCCCCC3)c(C)n(C)c2C)c1	8	1	-1.9	-14	-12	-4	14	21	-8	23
O=C(c1cnn(-c2ccc(Cl)cc2)c1)c1ccccc1O	-2	-9	0.0	21	13	9	-21	4	42	-2
COc1ccc(C(=O)OCC(=O)c2ccc3[nH]c(=O)[nH]c3c2)c(OC)c1OC	-3	1	-1.3	4	-9	-16	-4	-9	-2	7

Part of the list above, bar-delimited:
Structure | CAL PDZ FP-1 | NSD2 HMT inh | CAL PDZ FP-2 | SR-BI DiI inh | PvdQ acylase | dFosB act | SR-BI uptake up | Rtt109 Vps75 | MITF act | PfHsp90 set2
CCC1(CC)C(=O)C2=C3C1[C@H](C(=O)OC)CC(C(=O)OC)C[C@H]3[C@H]1C(=O)N(c3ccccc3)C(=O)[C@H]1[C@H]2C (some centres not stated) | -2 | . | 0.6 | 0 | -11 | -2 | 0 | -4 | -6 | -4
CSc1ccccc1NC(=O)Cc1ccccc1[N+](=O)[O-] | -2 | -2 | -0.6 | -20 | 8 | 4 | 20 | 34 | -1 | -12
FC(F)(F)c1cccc(OCc2nnc3n2CCC3)c1 | -2 | 7 | -1.5 | -18 | -12 | 0 | 18 | 2 | -3 | -44
CC(=O)Nc1ccc(S(=O)(=O)N[C@@H](C)C(=O)NC2CCCc3ccccc32)cc1 (some centres not stated) | 2 | -1 | -1.0 | 24 | -9 | -6 | -24 | 0 | -6 | .
COc1ccc(-c2nn(-c3ccccc3C)cc2CNC(C)Cn2cncn2)cc1F (configuration not stated) | -3 | 1 | -3.1 | -5 | -9 | -7 | 5 | -6 | -5 | .
COc1ccc2cc(C(=O)NCc3ccccc3)[nH]c2c1 | -4 | 1 | -1.4 | 0 | -4 | 1 | 0 | -10 | 35 | -2
C/C(=N\O)C(=O)C(CN1CCCCC1)CN1CCCCC1 | -4 | 0 | -2.2 | 5 | 5 | 3 | -5 | 20 | -10 | -6
O=C1CCCCC1Nc1ccc(Cl)cc1 (configuration not stated) | -2 | 1 | -0.5 | -3 | -1 | 6 | 3 | 7 | -2 | -25
COc1cccc(NS(=O)(=O)c2c(C(=O)N3CCCCCC3)c(C)n(C)c2C)c1 | 8 | 1 | -1.9 | -14 | -12 | -4 | 14 | 21 | -8 | 23
O=C(c1cnn(-c2ccc(Cl)cc2)c1)c1ccccc1O | -2 | -9 | 0.0 | 21 | 13 | 9 | -21 | 4 | 42 | -2
COc1ccc(C(=O)OCC(=O)c2ccc3[nH]c(=O)[nH]c3c2)c(OC)c1OC | -3 | 1 | -1.3 | 4 | -9 | -16 | -4 | -9 | -2 | 7

New compounds follow
SMILES	CAL PDZ FP-1	NSD2 HMT inh	CAL PDZ FP-2	SR-BI DiI inh	PvdQ acylase	dFosB act	SR-BI uptake up	Rtt109 Vps75	MITF act	PfHsp90 set2
Cc1cccc(C)c1OCc1nnc(NC(=O)CSc2ccc(Cl)cc2)s1	1	-1	-2.1	-3	-3	-4	3	-2	-8	-31
CC(C)C(=O)NNC(=O)CSc1nnc(-c2ccccc2)c(-c2ccccc2)n1	-1	-4	0.2	14	-7	-11	-14	1	.	-16
CC(C)c1nc2scc(-c3ccc(Cl)cc3)c2c(=O)n1N	6	1	0.1	.	8	-19	.	7	38	11
CCCNC(=O)C1CC(=O)N(c2ccc(OCc3ccc(Cl)cc3)cc2)C1 (configuration not stated)	-4	3	10	22	-11	0	-22	0	30	16
O=C(/C=C/c1cn(CC(O)CN2CCCCCC2)c2ccccc12)c1cccs1 (configuration not stated)	1	-9	-0.3	18	-3	-2	-18	-9	-11	10
O=C(C[n+]1cccc2ccccc21)c1ccccc1	-3	0	0.6	-16	2	-2	16	4	-17	6
C=CCn1c(SCC(N)=O)nnc1-c1cccc(Br)c1	-5	7	-0.2	-6	-1	-1	6	4	-9	-4
CC(=O)N(C(C)=O)c1nc(-c2ccccc2)cn1/N=C/c1cccc([N+](=O)[O-])c1	-2	-2	0.8	.	-4	3	.	-2	.	-10
CCn1cc(C(=O)OCC(=O)Nc2cccc(C)c2)c(=O)c2ccc(C)nc21	-2	-2	0.5	-25	0	-10	25	5	-3	2
CCOc1ccccc1C1N=C(c2ccc(OC)cc2)CC(c2ccccc2O)N1 (configuration not stated)	0	-7	-2.4	24	-6	9	-24	18	?	-8
Clc1ccc2c(c1)CNc1c(ncnc1N1CCOCC1)O2	-1	0	-0.1	4	4	5	-4	-7	-7	1
O=C(Nc1cc2c3c(c1)CC(=O)N3CCC2)c1ccc(Br)cc1	-1	-1	-1.5	64	-4	-6	-64	-1	14	.
CCOC(=O)c1ccc(NC(=O)COc2coc(CN3CCc4ccccc43)cc2=O)cc1	-1	1	-0.9	58	-14	-3	-58	-5	-5	-13
CC(C)CCNC(=O)C(c1ccco1)N(Cc1ccc(F)cc1)C(=O)c1snc(C(N)=O)c1N (configuration not stated)	.	1	-2.4	-49	-4	-14	49	-6	-9	-1
CC(C)c1ccccc1N=C1SCCCN1C(=O)c1cccc(N2C(=O)CCC2=O)c1	-3	2	-3.5	8	11	1	-8	11	10	.
CCOC(=O)C1(CC)NC(c2ccc(N(C)C)cc2)C2C(=O)N(C)C(=O)C21 (configuration not stated)	-1	-1	0.3	-5	-9	-2	5	-4	1	15
CNC(=S)Nc1ccc(C)c(NC(=S)NC)c1	-1	-3	-2.0	-24	-8	2	24	6	-7	-4
COc1cc(OCc2ccccc2)c(C(=O)/C=C/c2ccc3c(c2)OCO3)c(OC)c1OC	-1	.	0.3	27	-3	-7	-27	-7	.	-16
COc1ccccc1N1CCN(C(=O)CN2C(=O)c3cccc4cccc(c34)C2=O)CC1	13	2	-1.6	23	-12	-6	-23	3	2	-19
O=C(CSc1ccc([N+](=O)[O-])cn1)Nc1nccs1	-2	-1	0.5	-7	-11	0	7	-7	10	-60
COc1ccccc1CNC(=O)C1CC(=O)N(C2CCCC2)C1 (configuration not stated)	-1	0	0.5	-4	-1	4	4	1	0	-44
Cc1ccccc1CNC(=O)c1ccc2nc(N3CCOCC3)sc2c1	.	.	-2.9	28	-3	-4	-28	9	.	-13
Cc1cc(C(=O)NNS(=O)(=O)c2ccccc2C(F)(F)F)nn1C(C)(C)C	-2	-4	0.3	-29	-6	8	29	-2	.	2
Cc1cc(NC(=O)CCC(=O)N(c2ccccc2C)C(C(=O)NC2CCCC2)c2ccccc2)no1 (configuration not stated)	-4	-4	-0.9	-7	9	-11	7	1	-1	11

Pulled by compound from the entries so far, 2 records:
SMILES	CAL PDZ FP-1	NSD2 HMT inh	CAL PDZ FP-2	SR-BI DiI inh	PvdQ acylase	dFosB act	SR-BI uptake up	Rtt109 Vps75	MITF act	PfHsp90 set2
Cc1ccccc1CNC(=O)c1ccc2nc(N3CCOCC3)sc2c1	.	.	-2.9	28	-3	-4	-28	9	.	-13
COc1ccccc1CNC(=O)C1CC(=O)N(C2CCCC2)C1 (configuration not stated)	-1	0	0.5	-4	-1	4	4	1	0	-44
